human PMI inhibition – MPI enzyme activity inhibition – biochemical, fluorescence intensity, coupled assay, primary screen (AID 1209) | purified PMI enzyme, coupled fluorescence intensity; higher % means a stronger effect | inhibition, % at 20 µM; hits with a dose series show IC50 in µM | actives 0.42% (n = 190,000); in the data active = inhibition above about 50%;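 also: plate controls were DMSO vehicle for no effect and wells lacking substrate for full effect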
b-catenin transl – beta-catenin nuclear translocation modulation | HeLa beta-catenin nuclear translocation, immunofluorescence imaging | nuclear translocation activity, % at 5 µM | actives 0.3% (n = 190,000);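 active = nuclear translocation activity above 50% at 5 µM, with a well cell count of 50 or more; inconclusive = wells under 50 cells across six images, flagged as toxic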;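 also: per-cell ratio of nuclear to cytoplasmic median beta-catenin stain intensity; plate controls were DMSO negative control for no effect and GSK-3 inhibitor IX positive control for full effect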
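test system = HeLa cells, endogenous beta-catenin | dosing = single 5 µM dose plus 0.02–20 µM confirmation series | times = compound treatment 24 h, 37°C, 5% CO2 | technique = beta-catenin immunofluorescence imaging with DAPI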
TNAP activation fold – human TNAP enzyme activators, primary screen, biochemical, luminescent, no phosphate acceptor, uHTS (AID 1001) | actives 0.03% (n = 200,000) | purified TNAP, luminescent activation assay, no phosphate acceptor; higher activation fold means a stronger effect | one-dose activation fold at 20 µM; EC50 in µM for titrated hits; in the data active = activation fold from about 3, or a potency from the dose series; inactive = the rest, 99 in 100 with activation fold below about 1.6; also: many of its hits are not listed in these tables
T cell modulator – T cell immune modulation candidate. 2C CD8+ T cell-vesicle binding, flow cytometry; stronger effect = lower value. actives 0.068% (n = 330,000). calls only at 7 µM;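 active = response, share of CD8 T cells binding vesicles, and their 90th percentile fluorescence all below set limits, cut at about 80% in these data, passing the limit was not always enough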
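Test system: purified 2C TCR transgenic mouse naive CD8+ T cells. Probe or stimulus: QL9-peptide-loaded Drosophila micro-vesicles bearing Ld, ICAM-1 and B7-1. Incubation: binding step 1.5 h, 37 °C, antibody labelling 20 min, ice. Measured by: flow cytometry of vesicle-bound cells.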
Myeloid diff MLP – myeloid differentiation induction; ER-HoxA9 myeloid progenitors, lysozyme-GFP differentiation, flow cytometry; calls only at 10 µM; actives 1% (n = 360,000); AID 624256;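 active = normalized GFP-positive differentiation at or above the plate's own cutoff, the solvent-only control mean plus 3 SD; inconclusive = no clear call, values can overlap the other calls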;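 also: cells exposed to compound for four days before flow analysis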
Ins promoter up – MIN6 insulin promoter up-regulation | AID 1625 | z-score at 5 µM | MIN6 insulin promoter-GFP reporter, high-content imaging; stronger effect = higher value | actives 0.3% (n = 190,000);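 active = z-score above 3 at 5 µM with at least 500 cells counted in the well; inconclusive = wells under 500 cells, flagged as cytotoxic or low count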
MT stabilizer – stabilizes microtubules in HeLa cells | HeLa tubulin immunostaining HCS, 24 h; share of cells brighter than vehicle mean+2SD | % tubulin-high responders, % at 10 µM | actives 0.83% (n = 200,000) | AID 2205;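 active = plate Z-score above 3 for both tubulin-high and condensed-nucleus cell shares, with cell loss under 80%, at 10 µM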;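 also: anti alpha tubulin signal scored within the nucleus-defined area of each cell; some results filed as inactive read as strong as hits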
Hep lipid drop – hepatic lipid droplet formation modulation | AML12 mouse hepatocytes, oleate lipid droplets, BODIPY imaging | inhibition, % at 6.5 µM | actives 0.4% (n = 240,000);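 active = lipid droplet intensity inhibited by at least 50%, with more than 500 cells counted; inconclusive = wells with under 300 cells, treated as cytotoxic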
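material = mouse AML12 hepatocyte cell line, fixed after treatment | also added = 100 µM oleic acid challenge | doses = compound at 6.5 µM only | schedule = overnight exposure | technique = Image-based BODIPY and DAPI two-channel analysis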
Dynein transport – dynein cargo transport inhibition; z-score, hits read low; actives 0.47% (n = 220,000); 3617.4 mouse cells, GR-EGFP nuclear translocation imaging; test concentration mostly 20 µM; stimulated with dexamethasone, 1 µM; stronger effect = lower value;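 active = plate z-score of nuclear minus cytoplasmic receptor signal below a set negative limit, without overly bright fluorescence or cell loss, cut at about -3.5 in these data, passing the limit was not always enough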;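 also: z-score of nuclear minus cytoplasmic ring GR-EGFP intensity difference per well; some compounds called inactive have numbers as strong as hits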
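Buffer or medium: Induction medium lacking tetracycline, stripped serum | Also added: Dexamethasone agonist, 1.0 µM final, for 30 min | Timing: 48 h induction, 1 h compound, 30 min dex at 37 °C | Detection: Formaldehyde fixation, Hoechst nuclear stain, 10x automated fluorescence imaging | Measure: Nuclear versus cytoplasmic GR-EGFP signal, averaged per well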
Dynein transport cytoplasmic EGFP – also measured in Dynein transport; calls as there; z-score; measured here: cytoplasmic GR-EGFP intensity; stronger effect = higher value
Dynein transport nuclear GR-EGFP – second read-out of Dynein transport, no call of its own (marks repeat the call); z-score; measured here: nuclear GR-EGFP intensity;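 lower value marks the stronger effect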
Dynein transport cell count – recorded beside Dynein transport, whose call it bears; z-score; measured here: cell count per field
Ins promoter up cell count – recorded beside Ins promoter up, whose call it bears; cell count; measured here: cytotoxicity, nuclei count;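 total cells summed across four imaged fields per well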
Hep lipid drop cells 6.5 µM – second read-out of Hep lipid drop, no call of its own (marks repeat the call); cell count; measured here: cell count, cytotoxicity flag;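 cells counted across two imaged fields per well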
b-catenin transl cell count 5 µM – further read-out of b-catenin transl, marked with its call; cell count; measured here: cell count, cytotoxicity flag
T cell modulator vesicle-bound % – recorded beside T cell modulator, whose call it bears; double positive events, %; measured here: CD8+ vesicle-bound cell fraction;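 binding gate set so that unloaded-vesicle control wells show 10% double positive cells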
MT stabilizer Hoechst-high % – also measured in MT stabilizer; calls as there; % Hoechst-high responders; measured here: nuclear condensation Hoechst responders;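 share of cells brighter than vehicle mean plus two SD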
MT stabilizer cytotoxicity % – also measured in MT stabilizer; calls as there; toxicity, %; measured here: cytotoxicity by cell density;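 0% = mean cell density of plate MIN control wells and 100% = no cells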
Myeloid diff MLP GFP+ MAC1+ % – recorded beside Myeloid diff MLP, whose call it bears; GFP+ MAC1+ double positive, %; measured here: differentiation confirmed by MAC1 staining
Numbers without * were called inactive; i = inactive; ? = inconclusive; · = no result given; + = active, no number.

SMILES | human PMI inhibition | b-catenin transl | b-catenin transl cell count 5 µM | TNAP activation fold | T cell modulator | T cell modulator vesicle-bound % | Myeloid diff MLP | Myeloid diff MLP GFP+ MAC1+ % | Ins promoter up | Ins promoter up cell count | MT stabilizer | MT stabilizer Hoechst-high % | MT stabilizer cytotoxicity % | Hep lipid drop | Hep lipid drop cells 6.5 µM | Dynein transport | Dynein transport cytoplasmic EGFP | Dynein transport nuclear GR-EGFP | Dynein transport cell count
N#Cc1ccccc1-n1c(N)c(C(=O)N2CCCC2)sc1=S | 71.0%* | 1.3 | 1382 | 1.3 | · | · | i | 1.8 | -0.34 | 1606 | 3.8 | 1.0 | 8.9 | · | · | -1.3 | 1.06 | -0.56 | 1.44
CCN1C(=O)C(O)(C2COC(C)(C)CC2=O)c2cc(Br)ccc21 (stereo not drawn) | 14.2% | · | · | 1.1 | i | 47.0 | i | 7.5 | · | · | 1.5 | 1.8 | 5.7 | 9.8 | 745 | -0.0145 | -0.224 | -0.125 | -0.553
Cc1cn(C2C=CC(CO)O2)c(=O)[nH]c1=O (stereo not drawn) | 5.6% | 1.2 | 1080 | 1.1 | i | 30.5 | i | 0.8 | 0.36 | 1196 | 2.2 | 2.6 | 23.6 | -1.4 | 672 | -0.0688 | -0.236 | 0.517 | -0.751
Cc1ccc(NC(=O)c2ccc(CSc3nnc(C)s3)cc2)c(C)c1 | 8.4% | · | · | 1 | i | 48.6 | · | · | · | · | 1.6 | 1.6 | 6.9 | · | · | -0.404 | -0.195 | -0.746 | 0.0641
COc1ccc(NC(=O)Nc2ccccc2OC)cc1 | 8.4% | -3.7 | 1227 | 1.1 | i | 55.2 | i | 8.6 | 0.34 | 860 | 1.3 | 1.5 | 6.8 | -9.5 | 715 | 2.6 | 0.17 | 1.97 | -1.4
COc1ccc(-c2cc(C(=O)Nc3ccccc3N3CCOCC3)c3ccccc3n2)cc1OC | 8.9% | -6.2 | 1072 | 1 | i | 46.4 | i | 0.2 | -1.19 | 1330 | 4.6 | 6.0 | 8.8 | 3.8 | 644 | 0.0677 | -0.322 | 0.0548 | 0.109
COc1ccc(OC)c2sc(NC(=O)C3=COCCO3)nc12 | 12.8% | -0.1 | 1157 | 1.1 | i | 27.2 | i | 1.7 | 0.1 | 1033 | 2.0 | 3.4 | 5.8 | · | · | -0.261 | -0.158 | -0.118 | -0.323
CCn1c(/C=C/N(C(C)=O)c2ccccc2)[n+](CC)c2ccc(Cl)cc21 | 20.9% | -2.1 | 1107 | 1.1 | i | 14.3 | i | 1.1 | 0.38 | 1488 | 1.5 | 3.1 | 14.8 | 10.9 | 656 | -0.0514 | -0.248 | 0.0644 | 0.341
NC(=O)CSc1nccn1Cc1ccc2c(c1)OCO2 | 6.6% | -3.3 | 1041 | 1.1 | i | 24.7 | i | 0.4 | 1.1 | 1060 | 2.2 | 2.5 | 8.6 | 8.0 | 660 | 0.291 | -0.213 | 0.298 | -0.675
COc1ccc(NC(=O)CSc2nnc(-c3ccccn3)n2Cc2ccco2)cc1OC | 3.4% | -0.5 | 1344 | 1.1 | i | 35.0 | i | 1.1 | -0.91 | 1605 | 2.6 | 2.2 | 4.2 | · | · | -0.113 | -0.277 | -0.921 | 0.548
C/C(=N/NC(=O)c1ccoc1C)c1ccc(N2CCOCC2)cc1 | 12.1% | -0.3 | 531 | 1.1 | i | 54.5 | i | 0.0 | 0.84 | 1337 | 3.3 | 2.2 | 5.4 | -8.6 | 614 | 0.471 | -0.22 | 0.43 | -0.154
CCOC(=O)c1c(O)c(Cl)c(C)[nH]c1=O | -23.3% | 1.2 | 1094 | 0.9 | i | 49.0 | i | 0.1 | 0.06 | 1202 | 3.4 | 2.5 | 8.4 | 24.7 | 718 | -0.908 | -0.22 | -0.516 | 0.942
COc1cccc(C2CC(C(F)(F)F)n3ncc(C(=O)O)c3N2)c1 (stereo not drawn) | -3.5% | -5.9 | 791 | 0.8 | i | 21.1 | · | · | ? | · | 3.7 | 2.8 | 3.8 | · | · | -0.382 | -0.267 | 0.00542 | 0.651
O=C(c1cc(Cl)ccc1Cl)N1CCN(c2ccccn2)CC1 | 0.7% | · | · | 1.1 | i | 4.6 | i | 0.6 | 0.53 | 1309 | 4.5 | 2.7 | 20.0 | 5.4 | 674 | -0.422 | -0.261 | -0.131 | -0.355
O=C(Nc1cccnc1)c1cn(-c2ccccc2)nc1-c1cccs1 | 16.0% | -0.3 | 1123 | 1.1 | i | 12.9 | i | 4.7 | · | · | 1.4 | 2.4 | 8.8 | · | · | -0.679 | -0.191 | -0.327 | 0.747
CCCOc1ccc(N2C(=O)CC(SCCc3nc4ccccc4[nH]3)C2=O)cc1 (stereo not drawn) | 3.5% | -0.7 | 1554 | 0.9 | i | 22.7 | i | 0.1 | -0.12 | 1340 | 2.0 | 2.2 | 8.6 | 7.4 | 754 | 0.941 | -0.242 | 0.357 | -0.4
Cc1ccc(CNC(=O)CSc2nc3ccccc3c3nc(C)nn23)cc1 | 9.4% | -2.3 | 870 | 1.2 | · | · | · | · | 0.39 | 1295 | 2.7 | 1.6 | 4.5 | · | · | -0.777 | -0.284 | -0.132 | 0.199
CCOC(=O)c1c(NC(=O)Cn2nc(C(=O)O)c3ccccc3c2=O)sc(CC)c1C | 8.9% | -3.7 | 1202 | 1 | i | 4.2 | i | 0.3 | 0.27 | 1374 | 5.8 | 2.0 | 7.6 | -3.9 | 696 | 0.522 | -0.229 | 0.544 | -1.3
CC(=O)Nc1ccc(C2(O)COc3ccccc3O2)cc1 (stereo not drawn) | -1.3% | -0.5 | 981 | 1.2 | i | 56.0 | i | 0.7 | 0.19 | 1184 | 2.5 | 1.7 | 6.2 | · | · | -1.56 | -0.217 | -0.493 | 0.744
COC(=O)c1ccc(NC(=S)N2CCC(C(N)=O)CC2)cc1 | 1.0% | 1.1 | 975 | 1 | i | 43.9 | i | 0.6 | -0.22 | 1348 | 5.3 | 2.3 | 7.2 | 23.6 | 713 | -1.17 | -0.133 | -0.692 | 0.834
COc1cccc(Cn2nnc(C(=O)Nc3cc(C)ccc3OC)c2N)c1 | 12.6% | · | · | 1.1 | i | 18.7 | + | 14.0* | 1.18 | 947 | 2.4 | 3.3 | 5.0 | · | · | 0.258 | -0.0743 | 0.265 | -0.886
Cc1ccc(SCCNC(=O)c2ccccc2)cc1 | 14.5% | 2.4 | 1316 | 1 | i | 6.5 | i | 1.0 | -0.16 | 1686 | 3.0 | 1.1 | 6.0 | · | · | -0.569 | -0.231 | -0.93 | 1.06
Cc1ccccc1CSCCNC(=O)COc1ccc(Cl)cc1 | 8.0% | -0.5 | 1090 | 1 | i | 47.5 | i | 0.6 | 0.6 | 1466 | 1.2 | 1.7 | 7.6 | 7.1 | 634 | 0.532 | -0.195 | 0.352 | -0.919
COCCCNS(=O)(=O)c1ccc2c(c1)OCCO2 | -5.5% | -6.5 | 850 | 1.1 | i | 42.9 | i | 0.3 | 0.43 | 1247 | 1.8 | 2.0 | 3.1 | · | · | 0.747 | -0.244 | 0.78 | 0.43
Cn1nc(Oc2ncc(C(F)(F)F)cc2Cl)cc1C(F)(F)F | 5.2% | 1.4 | 1036 | 1.1 | i | 50.4 | i | 0.1 | 0.71 | 1194 | 2.3 | 2.3 | 1.7 | 5.3 | 695 | -0.256 | -0.255 | 0.24 | 0.0277
Cc1nc2ccc(S(=O)(=O)Nc3ccccc3C)cc2s1 | 0.6% | -0.8 | 1189 | 1.1 | i | 55.1 | i | 1.1 | · | · | 6.9 | 7.4 | 3.5 | · | · | 2.92 | -0.0238 | 1.71 | -1.52
CNC(=S)NNC(=O)c1sccc1OCc1ccc(C)cc1 | 2.9% | 1.7 | 1408 | 1.1 | i | 19.1 | i | 0.5 | 0.49 | 1453 | 1.6 | 1.0 | 3.1 | · | · | -0.706 | -0.114 | 0.312 | -0.0235
CCOC(=O)Cc1nnc(Nc2ccc(C)cc2C)c2ccccc12 | 2.2% | 2.7 | 438 | 1.1 | i | 28.4 | i | 0.1 | 1.16 | 1167 | 6.5 | 3.4 | 4.8 | -4.7 | 617 | -0.3 | -0.317 | -0.585 | 0.855
CC(C)C12CN3CC(C(C)C)(CN(C1)C3c1ccccc1)C2O (stereo not drawn) | 7.7% | -5.2 | 991 | 1.1 | i | 50.6 | i | 0.4 | 1.09 | 1396 | 0.6 | 1.7 | 4.9 | · | · | -0.618 | -0.186 | -0.439 | 0.685
O=C(OCC(=O)N1CCCCC1)c1c[nH]c(=O)[nH]c1=O | -4.8% | -3.4 | 932 | 1.1 | i | 64.1 | i | 1.2 | -0.04 | 1083 | 1.6 | 1.9 | 8.4 | · | · | -0.905 | 0.195 | -0.41 | 0.76
